TTR transcr act: TTR transcription activation, primary screen | SH-SY5Y TTR promoter Gaussia luciferase, luminescence; 100% = recombinant luciferase protein wells | AID 1117267 | 1.3% of 92,000 active | activation, % at 16.7 µM;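 active = activation above the mean of all tested compounds plus 3 SD, cut at about 9.5% in these data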;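 note: cells exposed to compounds for one day before reading; 0% = median of all test compound wells on the plate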
Numbers without * were called inactive. Some of the compounds tested (hit frequency here may not be typical).

SMILES	TTR transcr act
O=C(COc1ccc2c(-c3ccccc3)cc(=O)oc2c1)N[C@H](Cc1c[nH]c2ccccc12)C(=O)O	-0.5
N#Cc1c(C(F)(F)F)cc(-c2ccc(Cl)cc2)nc1SCC(=O)O	4.2
O=C(OCc1cc([N+](=O)[O-])cc2c1OCOC2)c1ccccn1	-0.4
COc1ccc(CNc2ncc(-c3ccc(F)cc3)n2C)cc1OC	-1.6
CCOC(=O)C(=O)NC1CC=CCC1c1ccc2c(c1)OCO2 (stereo not drawn)	0.4
COCCCNC(=O)/C(C#N)=C/c1c(N2CCN(c3ccc(OC)cc3)CC2)nc2c(C)cccn2c1=O	-1.7
CCOc1cccc2sc(=NC(=O)c3ccc(S(=O)(=O)N4CCOCC4)cc3)n(C)c12	-2.2
CCC(CC)C(=O)c1c[nH]c(C(=O)N2CCN(c3ccccc3F)CC2)c1	-0.3
Cc1ccc2nc(C)/c(=N\O)c(C)nc2c1	-3.8
Cc1ccc(C(=O)c2c(NC(=O)c3cccnc3)sc3c2CCCC3)cc1	-2.2
CCc1sc(N2C(=O)C3C4CCC(C4=C(C)C)C3C2=O)nc1-c1ccccc1 (stereo not drawn)	1.8
Cc1cc(Nc2ccc([N+](=O)[O-])cc2)c2ccccc2n1	-1.1
NC(=O)C1(N2CCCCC2)CCN(C(=S)Nc2ccccc2)CC1	-0.6
COc1ccc(Cn2c(C)cc3c(c2=O)C(c2cccs2)C(C#N)=C(N)O3)cc1OC (stereo not drawn)	0.3
Cc1ccc(SCC(=O)Nc2ccc(S(N)(=O)=O)cc2)cc1	-1.6
COc1ccc(NC(=O)CN2CCN(CC#N)CC2)cc1	-0.4
Cc1cn([C@H]2C[C@H](O)[C@@H](CCC(=O)NCCc3cnc[nH]3)O2)c(=O)[nH]c1=O	-0.8
Cc1cc(C)nc(NC=C2C(=O)OC(C)(C)OC2=O)n1	0.6
COc1ccc(NC(=O)CSCC(=O)NCCc2ccccn2)cc1	1.6
COc1ccc(CNC(=O)c2ccc(CS(=O)(=O)c3ccccc3C)o2)cc1	1.1
O=S(=O)(NCc1cn2ccsc2n1)c1ccc(Oc2ccccc2)cc1	-6.7
Cc1ccc2c(c1)-c1c(cnn1CC(=O)O)CO2	1.2
COCCCN(C(=O)C1=COCCO1)c1c(N)n(Cc2ccccc2)c(=O)[nH]c1=O	2.2
COC(=O)[C@]12C[C@H](CC(=O)NCCCN3CCCC3=O)C(=O)N(Cc3ccc(Cl)cc3Cl)C1=C[C@H](C1CCCC1)O[C@@H]2C	2.7
COC(=O)c1ccc2nc(Nc3nc4ccc(F)cc4s3)sc2c1	-2.5

Reformatted with bars between the fields: four of the compounds above.
smiles | TTR transcr act
NC(=O)C1(N2CCCCC2)CCN(C(=S)Nc2ccccc2)CC1 | -0.6
COc1ccc(Cn2c(C)cc3c(c2=O)C(c2cccs2)C(C#N)=C(N)O3)cc1OC (stereo not drawn) | 0.3
Cc1ccc(SCC(=O)Nc2ccc(S(N)(=O)=O)cc2)cc1 | -1.6
COc1ccc(NC(=O)CN2CCN(CC#N)CC2)cc1 | -0.4

Carrying on.
SMILES	TTR transcr act
Cc1ccc(C)c(C(=O)COc2ccccc2[N+](=O)[O-])c1	-4.3
Cc1ccc(N2CCN(C3=NC(=O)/C(=C\c4cn[nH]c4-c4ccccc4)S3)CC2)cc1	-0.2
COc1cc(NC(=O)c2ccc(CNc3c(N4CCCC4)c(=O)c3=O)cc2)cc(OC)c1OC	-1.1
CC(=O)N1CCC(N(C(=O)Nc2ccc(F)cc2)C2CCCC2)CC1	0.5
COc1ccc(C(CNC(=O)Cn2c(=O)oc3ccccc32)N(C)C)cc1 (stereo not drawn)	1.0
CCOC(=O)N1CCN(c2c(Nc3ccc4c(c3)OCCO4)c(=O)c2=O)CC1	1.8
COc1ccc2c(c1)c(CC(=O)Nc1nnc(C3CC3)s1)c(C)n2C(=O)c1ccc(Cl)cc1	-1.0
O=C(CN1C(=O)NC(c2ccccc2)(c2ccccc2)C1=O)Nc1cccnc1Cl	-0.8
CCOC(=O)c1c(-c2cccc([N+](=O)[O-])c2)csc1NC(=O)C1CC1	-2.4
CC(CNC(=O)CCCn1c(=O)c2cccn2c2cccnc21)c1ccccc1 (stereo not drawn)	-0.7
Cn1c(NCc2ccco2)nc2ccccc21	1.0
CC(C)c1ccc(NC(=O)C2CCN(S(=O)(=O)c3ccc4c(c3)C(C)(C)C(=O)N4C)CC2)cc1	-2.1
COC(=O)[C@]12C[C@H](CC(=O)NCc3cccc(C(F)(F)F)c3)C(=O)N(Cc3ccco3)C1=C[C@H](COCc1ccccc1)O[C@@H]2C	0.2
CN(C(=O)c1ccc(NC(=O)Cc2ccc(NC(=O)C3CCCN(C(=O)C4CCCC4)C3)cc2)cc1)C1CCCC1 (stereo not drawn)	-1.0
CCCCn1c(N)c(N(CC)C(=O)c2cccs2)c(=O)[nH]c1=O	-0.1
CCOC(=O)N1CCN(C2=C(NS(=O)(=O)c3ccc(Br)cc3)C(=O)c3ccccc3C2=O)CC1	0.4
O=C(CCSCc1cccc(Cl)c1)NCCc1ccccc1	1.7
CC(=O)OC1CCC2(C)C(=CCC3C4CC(=O)N(O)C(=O)C4(C)CCC32)C1 (stereo not drawn)	0.7
Cn1ccc2c(N3CCC3)cc3c(c21)C1CCC3O1 (stereo not drawn)	-0.8
CC(C)OP(=O)(Nc1cccc2ccccc12)OC(C)C	-1.1
Cc1nn2c(NCCN3CCOCC3)c3c(nc2c1-c1ccccc1)CCCC3	0.5
O=C(CC1CCCCC1)Nc1ccccc1-c1ccccc1	0.4
CCN(CC)CCCOC(=O)C(c1ccccc1)c1ccccc1	-0.9
COc1ccc(CCNC(=S)N2CCC(Cc3ccccc3)CC2)cc1OC	-2.0
O=C(NC1CCCCC1)C(C1CC1)n1c(=O)c(-c2ccccc2)nc2ccccc21 (stereo not drawn)	-0.8

Following part.
SMILES	TTR transcr act
O=C1OCCN1c1ccccc1	-1.1
CCOC(=O)[C@H]1[C@H]2COc3ccc(OC)cc3[C@@H]2N2C(=O)CN(Cc3ccc(F)cc3)C(=O)[C@@]12C	0.8
Cc1cnc(NC(=O)COc2ccccc2Cl)s1	-1.5
O=C(NC1(C(F)(F)F)C(=O)Nc2c1c(=O)[nH]c(=O)n2Cc1ccccc1)c1ccc(Cl)cc1 (stereo not drawn)	-3.3
Cn1c(=O)c2cc3ccccc3nc2n(C)c1=O	-0.3
COCCNC(=O)C1Cc2c(-c3cccc(NC(C)=O)c3)ccnc2O1 (stereo not drawn)	-1.8
COc1ccc(NC(=O)Nc2sc(=S)n(C)c2C)cc1	0.2
O=C(c1ccccc1)N1CCCCC(Cl)C1=O (stereo not drawn)	-3.1
C=CCC(=O)N1CCC(n2nccc2NC(=O)c2ccc3c(c2)OCO3)CC1	-0.9
CCCn1nnc(NC(=O)/C=C/c2ccc(C(C)C)cc2)n1	-2.2
Cc1nc([N+](=O)[O-])cn1CC(=O)c1ccc(Br)cc1	2.2
N#C/C(=C(/O)c1cccs1)c1nc2ccccc2[nH]1	-1.2
CN(C)C(=S)SCC(=O)NC(=O)NC(C)(C)C	4.0
CCc1ccccc1NC(=O)CSc1nc2n[nH]c(C)c2c(=N)n1-c1ccc(OC)cc1	-2.2
C#CC(CC)(CC)NC(=O)c1cc(S(=O)(=O)N2CCCCC2)ccc1N1CCOCC1	-0.4
Cc1cccc(NC(=O)c2ccc(OCC(=O)NCc3ccccc3)cc2)c1C	-2.5
CC(=O)c1cc(-c2ccccc2)n(CC(=O)NC2CCCCC2)c1C	2.9
O=C(NC1CCN(Cc2ccccc2)C1)c1cc(COc2ccc(F)cc2F)on1 (stereo not drawn)	0.1
COC(=O)CSc1nc(NCc2ccccc2)nc(N(C)C)n1	3.4
CCC(=O)Nc1ccc(NC(=O)c2cc3ccccc3o2)c(OC)c1	0.6
COc1ccc(Cl)cc1NC(=S)N1CCN(C(=O)c2ccco2)CC1	1.3
CC(C)CCSc1nc2[nH]ncc2c(=O)[nH]1	0.9
COC(=O)C1CCN(Cc2cn(Cc3ccccc3)nc2-c2cc3ccccc3o2)CC1	-0.4
CC(C)C(c1nnnn1C1CCCCC1)N1CCc2ccccc2C1 (stereo not drawn)	1.5
O=C(O)c1cc(C(=O)C2CC2)c[nH]1	-0.3

Structural class, the compounds so far containing two or more sulfur atoms
SMILES	TTR transcr act
CCOc1cccc2sc(=NC(=O)c3ccc(S(=O)(=O)N4CCOCC4)cc3)n(C)c12	-2.2
Cc1ccc(SCC(=O)Nc2ccc(S(N)(=O)=O)cc2)cc1	-1.6
O=S(=O)(NCc1cn2ccsc2n1)c1ccc(Oc2ccccc2)cc1	-6.7
COC(=O)c1ccc2nc(Nc3nc4ccc(F)cc4s3)sc2c1	-2.5
COc1ccc(NC(=O)Nc2sc(=S)n(C)c2C)cc1	0.2
CN(C)C(=S)SCC(=O)NC(=O)NC(C)(C)C	4.0

More structures follow.
SMILES	TTR transcr act
COc1ccc(NS(=O)(=O)c2cc(-c3cnc(C4CC4)o3)ccc2C)cc1	-3.5
O=C(Nc1cc(Sc2nc3ccccc3s2)cc([N+](=O)[O-])c1)c1ccccc1F	0.7
O=C(CN1CCOCC1)Nc1nc2ccc(F)cc2s1	2.6
CC(C)c1ccc(NC(=O)Cc2cn(C)c3ccccc23)cc1	-0.8
Cc1ccc(N=Cc2ccc[nH]2)c(O)c1	-0.7
COc1ccc(CCNS(=O)(=O)c2ccc3c(c2)NC(=O)CS3)cc1OC	-1.6
CCCCOc1ccccc1C(=O)NNC(=S)NC(=O)c1ccccc1[N+](=O)[O-]	-5.6
CC(NC(=O)COC(=O)c1ccc([N+](=O)[O-])o1)c1ccccc1 (stereo not drawn)	4.1
CCOC(=O)c1cc(-c2ccc(N3CCOCC3)cc2)nn1-c1ccccc1	4.6
O=C(c1ccc(Br)cc1)N1CCCC(c2nc(-c3cccs3)no2)C1 (stereo not drawn)	0.1
C=CCc1c(C)nc(-c2ccccc2)nc1Nc1ccc(O)cc1	0.7
CCN(CC)CCNC(=O)c1cccc(NC(=O)C(=O)c2cc(Br)ccc2NC(C)=O)c1	-2.1
CCCS(=O)(=O)N1CCN(C(=O)c2cccc(OC)c2)CC1	7.6
Cc1ccc(C(C)C)c(OCCCn2ccnc2C)c1	1.4
Cc1cc(C)c2c3c(sc2n1)C(=O)N(c1ccccc1)CC(=O)N3	0.5
Cc1cc(C)c(C(=O)c2ccc(C(=O)NC(C)(C)C)cc2)c(C)c1	0.2
C=CCn1c(SCc2n[nH]c(=S)n2-c2ccccc2)nnc1-c1ccccc1	-0.7
Nc1nnc(SCC(=O)NNC(=O)c2ccc(Cl)cc2)s1	0.7
CCc1ccc(C(=O)/C=C2\Sc3ccccc3NC2=O)cc1	-0.4
O=C(CC1CCCCC1)Nc1c2c(nn1-c1ccc(F)cc1)CS(=O)(=O)C2	3.4
O=C(COC(=O)c1cc(=O)[nH]c2ccccc12)Nc1cccc(S(=O)(=O)N2CCOCC2)c1	2.0
NC(=O)c1ccc(O)c2ncccc12	-0.7
COc1ccc(OC)c(S(=O)(=O)N2CCN(C(=O)NC3CCCCC3)CC2)c1	-0.5
COc1ccc(Cl)cc1NC(=O)c1cc(C2CC2)on1	-1.3
COc1ccc(CC(=O)N2CCC(Nc3nc4ccccc4n3Cc3ccc(F)cc3)CC2)cc1	-3.3

Three compounds out of the list above, sorted by their value in TTR transcr act, ascending.
SMILES	TTR transcr act
Cc1cc(C)c(C(=O)c2ccc(C(=O)NC(C)(C)C)cc2)c(C)c1	0.2
C=CCc1c(C)nc(-c2ccccc2)nc1Nc1ccc(O)cc1	0.7
O=C(CC1CCCCC1)Nc1c2c(nn1-c1ccc(F)cc1)CS(=O)(=O)C2	3.4

(continued)
SMILES	TTR transcr act
COc1ccc(CCNC(=O)C(=O)Nc2nccs2)cc1OC	0.2
CCCCNC(=O)Cn1c(=O)oc2cc(S(=O)(=O)N3CC(C)CC(C)C3)ccc21 (stereo not drawn)	-1.0
CN1CCCC1(C)C(=O)Nc1ccc(-n2cccc2)cc1 (stereo not drawn)	0.3
COc1nnc(-c2ccc(C)c(S(=O)(=O)NCC3CCCO3)c2)c2ccccc12 (stereo not drawn)	-0.4
O=C(Cc1cccc(NC(=O)C2CCCN(C(=O)C3CCCC3)C2)c1)Nc1ccc(C(=O)N2CCCCC2)cc1 (stereo not drawn)	0.9
COc1ccc(C(=O)CC(=O)O)c2c1C=CC(C)(C)O2	-0.6
CCOCCCNC(=O)CCNC(=O)c1cc(OC)c(OC)c(OC)c1	-1.3
O=C(O)C1C2C=CC(C2)C1C(=O)NCc1cccnc1 (stereo not drawn)	-1.6
O=C1CN(S(=O)(=O)c2ccc(Br)cc2)c2ccccc2N1	-0.7
CCOc1cccc2sc(N(CCN(CC)CC)C(=O)c3ccc(S(=O)(=O)N4CCCCC4)cc3)nc12	0.3
CCCCn1c(CCC(=O)O)nc2cc(S(=O)(=O)N3CCCC3)ccc21	-0.8
Clc1ccc(CN=C2Nc3ccccc3CS2)cc1	3.7
CCn1c(=O)c(C(=O)NNC(=O)c2cccc(Cl)c2)c(O)c2ccccc21	-1.7
Cc1ccc(-c2c[n+](CC(=O)Nc3nc(-c4ccc(F)cc4)cs3)c3n2CCC3)cc1	-1.6
Cn1ccnc1SCCNC(=O)CCc1nnc(CCc2ccccc2)o1	6.9
COc1ccc(CCNC(=O)[C@@H](NC(N)=O)C(C)C)cc1	3.6
CCOC(=O)NC(NCc1cccc(C(F)(F)F)c1)(C(F)(F)F)C(F)(F)F	4.7
CC(OC(=O)Cc1n[nH]c(=O)c2ccccc12)C(=O)N(C)c1ccccc1 (stereo not drawn)	1.7
Cc1nc(CSc2ccccc2)cc(=O)[nH]1	-0.1
COc1ccc(NC(=O)/C(C#N)=C\c2ccc(OCc3ccc(C(=O)O)cc3)c(OC)c2)cc1	-0.2
O=C(CSCc1cc(=O)n2ccsc2n1)Nc1ccccc1	0.8
COc1cc(C(=O)NCc2nnc(SCC(=O)NCCc3ccccc3)o2)cc(OC)c1OC	-0.6
COc1ccc(OC)c(C(Nc2ccccc2)P(=O)(OC(C)C)OC(C)C)c1 (stereo not drawn)	4.2
CCC1(CC)CNC(=O)NC1	3.6
Cc1nn(CC2CC2)c(=O)n1-c1ccccc1F	1.1
CN1CCN(NC(=O)c2cn(-c3ccccc3)nc2-c2cccs2)CC1	-2.0
COC(=O)c1ccccc1OCC(=O)N1CCN(c2ccc(OC)cc2)CC1	-1.8
CC(=O)NC1(C(F)(F)F)C(=O)Nc2c1c(=O)[nH]c(=O)n2CCc1ccccc1 (stereo not drawn)	1.3

Source: PubChem
